bovine MsrA act: bovine MsrA enzyme activators, primary screen, biochemical, absorbance, HTS; purified bovine MsrA, absorbance read-out; activation, % at 10.6 µM; hit rate 0.3% among 360,000; in the data active = activation above about 7.5%;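 also: 0% = vehicle and 100% = reference activator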
CSN inh: inhibitors of CSN-mediated cullin deneddylation, primary screen, biochemical, fluorescence polarization, uHTS. Purified CSN, SCF-Nedd8-OG deneddylation. inhibition, % at 12.5 µM. hit rate 0.38% among 360,000;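 active = pattern-corrected inhibition above about 35%, with an unprinted fluorescence ratio check between 0.5 and 1.5, limit read from the data, passing the limit was not always enough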;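 also: 0% = enzyme with substrate and 100% = substrate without enzyme; some results filed as inactive read as strong as hits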
Target sequence (Q92905 whole entry, looked up, one chain of several): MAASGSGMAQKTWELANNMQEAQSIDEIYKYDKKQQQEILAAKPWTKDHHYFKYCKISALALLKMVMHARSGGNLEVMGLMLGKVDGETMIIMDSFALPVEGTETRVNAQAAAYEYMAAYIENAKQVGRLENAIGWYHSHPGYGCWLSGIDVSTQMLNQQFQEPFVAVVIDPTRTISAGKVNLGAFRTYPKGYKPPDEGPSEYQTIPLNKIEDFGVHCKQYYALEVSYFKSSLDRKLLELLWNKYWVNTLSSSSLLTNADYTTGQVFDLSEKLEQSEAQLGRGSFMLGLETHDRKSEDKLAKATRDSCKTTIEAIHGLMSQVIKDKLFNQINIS
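Assay system: purified human Csn5 enzyme expressed in HEK293T cells; Input: 0.24 nM Csn5 enzyme, final concentration; Reagent: 10 nM SCFSkp2-Nedd8OG; Compound dosing: 12.5 µM single point; Times: reaction 90 min, room temperature; Technique: fluorescence polarization readout.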
FAS TE block: FAS thioesterase domain inhibitors, primary screen, biochemical, fluorescence intensity, uHTS; Fatty acid synthase (Homo sapiens), P49327; recombinant FAS-TE, OMFH fluorogenic substrate, fluorescence endpoint; inhibition, % at 15 µM; hit rate 0.67% among 360,000;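 active = compounds whose normalised, plate-corrected inhibition of enzyme fluorescence in the single-dose primary screen is 50% or more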;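 also: 0% = DMSO with enzyme and 100% = substrate without enzyme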
Rin1-Abl PPI inh: inhibitors of Rin1-Abl protein binding, primary screen, biochemical, TR-FRET. inhibition, % at 7.35 µM. Tyrosine-protein kinase ABL1 (Homo sapiens) + Ras and Rab interactor 1 (Homo sapiens), …. hit rate 0.4% among 360,000. AID 588664, 2011; in the data active = inhibition above about 5%, passing the limit was not always enough
TbMetRS inhib: T. brucei MetRS inhibitors, primary screen, biochemical, luminescence; inhibition, % at 11.9 µM; methionyl-tRNA synthetase (Trypanosoma brucei brucei); purified T. brucei MetRS, ATP depletion, Kinase-Glo luminescence; hit rate 0.4% among 360,000;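 active = inhibition above a per-plate cutoff of the control wells' mean inhibition plus 3 SD, cut at about 5.5% in these data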;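 also: 0% = DMSO wells median and 100% = median of wells with control inhibitor compound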
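Test system: purified T. brucei MetRS enzyme. Also added: ATP, methionine and E. coli bulk tRNA substrates. Compound: 11.9 µM single point. Schedule: 15 min enzyme-compound preincubation, 2 h reaction, 10 min detection, 25 °C. Signal: luciferase luminescence of residual ATP, Kinase-Glo. Evaluation: percent inhibition versus plate control medians. Controls: DMSO wells, low control.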
E coli Lon inh: inhibitors of E. coli Lon protease, primary screen, biochemical, fluorescence polarization. P0A9M0. purified E. coli Lon protease. inhibition, % at 7.94 µM. hit rate 0.42% among 360,000. AID 602123, 2011; in the data active = inhibition above about 13%, passing the limit was not always enough;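 also: 0% = enzyme with probe and DMSO and 100% = no enzyme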
Target sequence (P0A9M0 whole entry, looked up): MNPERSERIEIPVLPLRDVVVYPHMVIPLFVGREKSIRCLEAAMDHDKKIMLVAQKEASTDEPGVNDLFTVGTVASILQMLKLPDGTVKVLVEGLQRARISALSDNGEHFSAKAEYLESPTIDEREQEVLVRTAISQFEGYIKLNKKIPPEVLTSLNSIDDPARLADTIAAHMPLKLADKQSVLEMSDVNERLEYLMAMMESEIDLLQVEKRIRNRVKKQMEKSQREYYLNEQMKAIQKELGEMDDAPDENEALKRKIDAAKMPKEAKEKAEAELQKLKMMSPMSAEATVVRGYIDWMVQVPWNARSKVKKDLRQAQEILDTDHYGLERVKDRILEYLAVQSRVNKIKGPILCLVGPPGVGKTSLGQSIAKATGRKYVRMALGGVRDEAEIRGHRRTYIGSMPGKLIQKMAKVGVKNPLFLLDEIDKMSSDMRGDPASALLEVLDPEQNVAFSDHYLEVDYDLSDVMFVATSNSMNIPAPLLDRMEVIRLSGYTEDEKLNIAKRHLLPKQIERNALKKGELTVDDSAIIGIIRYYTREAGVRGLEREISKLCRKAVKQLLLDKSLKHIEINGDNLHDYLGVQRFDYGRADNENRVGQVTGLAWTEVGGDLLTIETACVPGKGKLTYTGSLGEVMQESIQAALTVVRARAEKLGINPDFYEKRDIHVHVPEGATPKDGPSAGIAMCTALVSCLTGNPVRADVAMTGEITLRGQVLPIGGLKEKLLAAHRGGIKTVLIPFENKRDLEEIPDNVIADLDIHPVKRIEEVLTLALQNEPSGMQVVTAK
Neddylation inh: inhibitors of cullin neddylation, primary screen, biochemical, TR-FRET, uHTS, NAE and Ubc12 | calls only at 25 µM | AID 651699, 2012 | hit rate 0.58% among 360,000 | NEDD8-conjugating enzyme Ubc12 (Homo sapiens) + NEDD8-activating enzyme E1 regulatory …; in the data active = inhibition above about 36%
MsrA inhibitor: bovine MsrA enzyme inhibitors, primary screen, biochemical, absorbance, HTS | Methionine sulfoxide reductase A (Bos taurus) | purified bovine MsrA, absorbance read-out | inhibition, % at 15.5 µM | hit rate 0.75% among 360,000; in the data active = inhibition above about 4.5%;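 also: 0% = vehicle wells with enzyme and 100% = reference inhibitor wells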
MLLE-PAM2 inh: inhibitors of PABP1 MLLE–PAM2 peptide binding, primary screen, biochemical, fluorescence polarization, FITC-PAM2, GST-MLLE; hit rate 0.36% among 360,000; inhibition, % at 20 µM; Polyadenylate-binding protein 1 (Homo sapiens), P11940; in the data active = inhibition above about 35%, passing the limit was not always enough;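 also: plate controls were DMSO wells with GST-MLLE for no effect and wells lacking GST-MLLE protein for full effect; some results filed as inactive read as strong as hits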
Numbers without * were called inactive; i = inactive; x = not tested or not shown.

Assay codes – A = bovine MsrA act; B = CSN inh; C = FAS TE block; D = Rin1-Abl PPI inh; E = TbMetRS inhib; F = E coli Lon inh; G = Neddylation inh; H = MsrA inhibitor; I = MLLE-PAM2 inh
[1] Cn1c(-c2cc3c(C(F)(F)F)nn(C)c3s2)n[nH]c1=S
  A: 3; B: -3; C: -3; D: 0; E: 1.0; F: -4; G: x; H: 1.0; I: -24

[2] Cc1cc(NC(=O)COC(=O)COc2ccc(C(=O)c3ccccc3)cc2)no1
  A: -2; B: -4; C: -2; D: 1; E: -0.9; F: -1; G: i; H: -0.4; I: 0

[3] C/C(N)=C(/C#N)C(=O)CN1C(=O)NC(Cc2c[nH]c3ccccc23)C1=O (configuration not stated)
  A: -2; B: 4; C: -4; D: 3; E: -0.7; F: -7; G: i; H: -0.2; I: -3

[4] CCOc1cc(-c2noc(CCC(=O)N3CCOCC3)n2)ccc1OC
  A: 1; B: 0; C: -5; D: 0; E: 0.1; F: -9; G: i; H: -1.1; I: 10

[5] O=C(COC(=O)c1ccc(Sc2ccccc2)c([N+](=O)[O-])c1)NC1CCS(=O)(=O)C1 (configuration not stated)
  A: -3; B: -8; C: 14; D: -4; E: -0.3; F: 0; G: i; H: -0.2; I: 9

[6] COc1ccc(NC2CCCN(C(=O)CCC3=NNC(=O)CC3)C2)cc1 (configuration not stated)
  A: -4; B: 0; C: -6; D: -2; E: -0.4; F: -1; G: i; H: 0.5; I: 13

[7] CCc1cc2c3c(c(=O)oc2cc1OC(C)C(=O)O)CCCC3 (configuration not stated)
  A: -9; B: -3; C: 0; D: 1; E: -0.3; F: 2; G: x; H: 3.7; I: -2

[8] COc1ccc(CCN2CC(C(=O)NCCc3ccccc3)CC2=O)cc1OC (configuration not stated)
  A: -4; B: 1; C: -4; D: -3; E: -0.4; F: -2; G: i; H: -0.8; I: -9

[9] CCn1c(SCC(=O)Nc2ccc(NC(C)=O)cc2)nnc1C1CC1
  A: 0; B: 0; C: -8; D: 0; E: -0.5; F: 3; G: i; H: -0.4; I: -2

[10] COc1ccc(CNC(=O)CCCNS(=O)(=O)c2cccc3nonc23)cc1
  A: 3; B: 3; C: -2; D: 3; E: -1.5; F: -2; G: i; H: 1.5; I: -6

[11] O=Cc1ccc(Sc2nnc(-c3ccccc3)o2)c([N+](=O)[O-])c1
  A: -1; B: 15; C: 32; D: -3; E: 0.1; F: -5; G: i; H: x; I: -48

[12] CNC(=O)c1ccccc1NC(=O)c1c(O)c2c([nH]c1=O)CCCC2
  A: -12; B: -1; C: -8; D: 3; E: -0.9; F: 6; G: i; H: 2.5; I: 2

[13] COc1ccc(N2CCN(S(=O)(=O)CCNC(=O)c3cc(=O)c4ccccc4o3)CC2)cc1
  A: -9; B: -2; C: 9; D: -2; E: -1.2; F: 11; G: i; H: 0.2; I: 2

[14] Cc1ccc2nc(C(Cl)(Cl)Cl)nc(N/N=C/c3ccc([N+](=O)[O-])cc3)c2c1
  A: -3; B: 4; C: 13; D: 1; E: -0.6; F: -2; G: i; H: -0.5; I: -1

[15] Cc1cccc(NC(=O)C2NC(=O)CC2c2ccccc2)c1C (configuration not stated)
  A: -5; B: 0; C: 1; D: -2; E: -0.4; F: -6; G: i; H: 0.5; I: -9

[16] Cc1nc2oc3ccc(F)cc3c(=O)c2cc1C(=O)O
  A: -7; B: 2; C: -5; D: -3; E: -0.9; F: -14; G: i; H: 1.3; I: -2

[17] CCOc1ccc(C(=O)NCC(=O)NCC(c2ccco2)N2CCCCC2)cc1 (configuration not stated)
  A: 2; B: -4; C: -5; D: -1; E: -0.1; F: -4; G: i; H: 0.0; I: 8

[18] CCCN(CCC)c1nc2ccccc2nc1C(C#N)C(=O)OCCOC (configuration not stated)
  A: -2; B: 1; C: 5; D: 0; E: -0.4; F: -2; G: i; H: 0.1; I: -10

[19] O=C(C1CCN(S(=O)(=O)N2CCCCC2)CC1)N1CCCCC1
  A: -4; B: 0; C: -13; D: -1; E: 0.0; F: 3; G: i; H: 0.6; I: -8

[20] COc1ccc(Cl)cc1NC(=O)CN(C)C(=O)C1CC(=O)N(Cc2ccc(C)cc2)C1 (configuration not stated)
  A: 0; B: 1; C: -3; D: 4; E: -0.5; F: 7; G: i; H: -0.7; I: -8

[21] Oc1ccc(NC(=S)Nc2ccc(O)cc2)cc1
  A: -1; B: 5; C: -2; D: 1; E: 1.0; F: -11; G: i; H: 0.2; I: -10

[22] COc1cc(NC(=O)CSc2nnnn2Cc2ccc3c(c2)OCO3)cc(OC)c1
  A: -4; B: 2; C: 7; D: 0; E: -0.2; F: -7; G: i; H: 0.6; I: -13

[23] CCN(CC)S(=O)(=O)c1ccc(C(=O)NC2=NCCS2)cc1
  A: -2; B: 0; C: -6; D: 0; E: 0.0; F: 2; G: i; H: 0.0; I: 6

[24] Cn1cccc1C(=O)C(=O)Nc1cc(Cl)cc(Cl)c1
  A: -4; B: 6; C: 10; D: -1; E: -0.1; F: -6; G: i; H: 1.4; I: -3

[25] COc1ccc(NC(=O)c2cc(C3CCCCN3S(=O)(=O)c3ccc(C#N)cc3)on2)c(C)c1 (configuration not stated)
  A: 0; B: 7; C: 14; D: -1; E: -0.3; F: 0; G: i; H: -1.5; I: 1

[26] O=C(CSc1nnc(CNC(=O)c2ccc(F)cc2)o1)Nc1nccs1
  A: -10; B: 0; C: -8; D: -1; E: -0.2; F: -17; G: i; H: 0.4; I: 13

[27] Cc1ccc(C)c(Cn2c(O)c(N=NC(=S)Nc3ccccc3F)c3ccccc32)c1
  A: -3; B: 12; C: 24; D: 1; E: 0.4; F: -2; G: i; H: -0.1; I: 28

[28] CCc1nc(-c2ccc(-c3ccc(OC)cc3)nc2OC)no1
  A: -4; B: 0; C: 16; D: 0; E: -0.8; F: -5; G: x; H: 2.2; I: -12

[29] CCOC(=O)N1CCC(Nc2c(OCC)c(=O)c2=O)CC1
  A: -4; B: 2; C: -8; D: 2; E: -0.3; F: -6; G: i; H: 1.1; I: 0

[30] CSc1cnn(CCC#N)c(=O)n1
  A: -4; B: -1; C: 2; D: x; E: -0.4; F: -13; G: i; H: 0.2; I: x

[31] CCCOc1cccc(C(=O)NCCNC(=O)c2ccco2)c1
  A: -8; B: 2; C: -2; D: -2; E: -1.3; F: 8; G: i; H: -0.9; I: 0

[32] c1ccc2c(c1)OCC(CNc1ncnc3nc[nH]c13)O2 (configuration not stated)
  A: -1; B: 1; C: -11; D: 2; E: 0.8; F: -11; G: i; H: -0.6; I: 6

[33] CCN(C(=O)COC(=O)c1cc(-c2ccc(C)o2)nc2ccccc12)C1CCS(=O)(=O)C1 (configuration not stated)
  A: -4; B: 9; C: 1; D: -10; E: -1.0; F: -2; G: i; H: 2.5; I: 19

[34] CCC(=O)Nc1ccc2c(c1)nc(CCN1CCN(c3ccccc3)CC1)n2C
  A: -1; B: 0; C: -5; D: -2; E: 0.4; F: 4; G: i; H: 0.6; I: -8

[35] CC(OC(=O)C1CCCCC1)C(=O)Nc1cccc([N+](=O)[O-])c1 (configuration not stated)
  A: -2; B: 0; C: 40; D: 3; E: -0.5; F: -7; G: i; H: 0.2; I: 1

[36] COc1ccc(NC(=S)Nc2cccc(Cl)c2Cl)cc1OC
  A: -14; B: -9; C: 1; D: 3; E: -1.5; F: -11; G: i; H: -0.7; I: 24

[37] CC(Oc1ccc(Cl)cc1)C(=O)Nc1cccc(S(=O)(=O)N2CCOCC2)c1 (configuration not stated)
  A: -2; B: -4; C: 10; D: 1; E: 0.0; F: 4; G: i; H: -1.6; I: -1

[38] O=C(O)c1ccc(C(=O)c2ccc3c(c2)C(=O)N(CCO)C3=O)cc1
  A: -1; B: -3; C: -7; D: -7; E: 0.8; F: -4; G: i; H: 0.3; I: -7

[39] Cc1ccc(COc2cccc(/C=N/NC(=O)c3nnn(-c4nonc4N)c3C)c2)cc1
  A: -4; B: 0; C: -6; D: 1; E: -0.1; F: -10; G: i; H: 0.7; I: 1

[40] Cc1ccccc1-c1nc(CS(=O)(=O)CC(=O)NCCCN2CCCC2=O)c(C)o1
  A: -2; B: -1; C: -6; D: -1; E: 0.1; F: -1; G: i; H: -0.2; I: -4

[41] Cc1[nH][nH]c(=O)c1C(c1ccc(-c2ccc(Cl)cc2)o1)c1c(C)[nH][nH]c1=O
  A: -2; B: 6; C: 24; D: 0; E: 0.1; F: -15; G: i; H: -1.0; I: 12

[42] COc1ccc(-n2nc(C(=O)NCC(=O)NCC3CCCO3)c3ccccc3c2=O)cc1 (configuration not stated)
  A: -14; B: 2; C: -11; D: 0; E: -0.4; F: -4; G: i; H: 0.3; I: 4

[43] CCNC(=S)N/N=C(\C)c1ccco1
  A: -7; B: 0; C: -8; D: 0; E: -0.8; F: -2; G: i; H: 1.1; I: 8

[44] O=C(Cc1ccccc1[N+](=O)[O-])OCC(=O)N1CCN(c2ccccc2)CC1
  A: -3; B: -3; C: -7; D: 1; E: -0.2; F: 4; G: i; H: 0.8; I: 10

[45] CCC(=O)N1CCc2cc(S(=O)(=O)CCC(=O)NCCc3ccc(S(N)(=O)=O)cc3)ccc21
  A: -4; B: 3; C: -4; D: 0; E: -0.5; F: -5; G: i; H: 0.6; I: -8

Of the compounds above, these contain a Cl atom:
Assay codes – A = bovine MsrA act; B = CSN inh; C = FAS TE block; D = Rin1-Abl PPI inh; E = TbMetRS inhib; F = E coli Lon inh; G = Neddylation inh; H = MsrA inhibitor; I = MLLE-PAM2 inh
[14] Cc1ccc2nc(C(Cl)(Cl)Cl)nc(N/N=C/c3ccc([N+](=O)[O-])cc3)c2c1
  A: -3; B: 4; C: 13; D: 1; E: -0.6; F: -2; G: i; H: -0.5; I: -1

[20] COc1ccc(Cl)cc1NC(=O)CN(C)C(=O)C1CC(=O)N(Cc2ccc(C)cc2)C1 (configuration not stated)
  A: 0; B: 1; C: -3; D: 4; E: -0.5; F: 7; G: i; H: -0.7; I: -8

[24] Cn1cccc1C(=O)C(=O)Nc1cc(Cl)cc(Cl)c1
  A: -4; B: 6; C: 10; D: -1; E: -0.1; F: -6; G: i; H: 1.4; I: -3

[36] COc1ccc(NC(=S)Nc2cccc(Cl)c2Cl)cc1OC
  A: -14; B: -9; C: 1; D: 3; E: -1.5; F: -11; G: i; H: -0.7; I: 24

[37] CC(Oc1ccc(Cl)cc1)C(=O)Nc1cccc(S(=O)(=O)N2CCOCC2)c1 (configuration not stated)
  A: -2; B: -4; C: 10; D: 1; E: 0.0; F: 4; G: i; H: -1.6; I: -1

[41] Cc1[nH][nH]c(=O)c1C(c1ccc(-c2ccc(Cl)cc2)o1)c1c(C)[nH][nH]c1=O
  A: -2; B: 6; C: 24; D: 0; E: 0.1; F: -15; G: i; H: -1.0; I: 12

Reformatted tab-delimited: 2 of the compounds above
entry	mol	bovine MsrA act	CSN inh	FAS TE block	Rin1-Abl PPI inh	TbMetRS inhib	E coli Lon inh	Neddylation inh	MsrA inhibitor	MLLE-PAM2 inh
29	CCOC(=O)N1CCC(Nc2c(OCC)c(=O)c2=O)CC1	-4	2	-8	2	-0.3	-6	i	1.1	0
30	CSc1cnn(CCC#N)c(=O)n1	-4	-1	2	x	-0.4	-13	i	0.2	x

Screening results from PubChem BioAssay.
